Screening data as filed in PubChem.
ULK1 primary: human ULK1 kinase inhibition, primary screen; O75385; AlphaScreen Atg13 phosphorylation by ULK1, luminescence; inhibition, % at 5.96 µM; hit rate 1.9% among 30,000; AID 1259251; in the data active = inhibition above about 43%;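 note: 0% = median of compound wells and 100% = no enzyme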
ASK1 inh: inhibitors of human ASK1 kinase. AlphaScreen MKK6 phosphorylation by ASK1, luminescence. hit rate 0.99% among 22,000. inhibition, % at 7.44 µM. Q99683; in the data active = inhibition above about 35%;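 note: 0% = median of compound wells and 100% = no enzyme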
Target sequence (Q99683 whole entry, looked up): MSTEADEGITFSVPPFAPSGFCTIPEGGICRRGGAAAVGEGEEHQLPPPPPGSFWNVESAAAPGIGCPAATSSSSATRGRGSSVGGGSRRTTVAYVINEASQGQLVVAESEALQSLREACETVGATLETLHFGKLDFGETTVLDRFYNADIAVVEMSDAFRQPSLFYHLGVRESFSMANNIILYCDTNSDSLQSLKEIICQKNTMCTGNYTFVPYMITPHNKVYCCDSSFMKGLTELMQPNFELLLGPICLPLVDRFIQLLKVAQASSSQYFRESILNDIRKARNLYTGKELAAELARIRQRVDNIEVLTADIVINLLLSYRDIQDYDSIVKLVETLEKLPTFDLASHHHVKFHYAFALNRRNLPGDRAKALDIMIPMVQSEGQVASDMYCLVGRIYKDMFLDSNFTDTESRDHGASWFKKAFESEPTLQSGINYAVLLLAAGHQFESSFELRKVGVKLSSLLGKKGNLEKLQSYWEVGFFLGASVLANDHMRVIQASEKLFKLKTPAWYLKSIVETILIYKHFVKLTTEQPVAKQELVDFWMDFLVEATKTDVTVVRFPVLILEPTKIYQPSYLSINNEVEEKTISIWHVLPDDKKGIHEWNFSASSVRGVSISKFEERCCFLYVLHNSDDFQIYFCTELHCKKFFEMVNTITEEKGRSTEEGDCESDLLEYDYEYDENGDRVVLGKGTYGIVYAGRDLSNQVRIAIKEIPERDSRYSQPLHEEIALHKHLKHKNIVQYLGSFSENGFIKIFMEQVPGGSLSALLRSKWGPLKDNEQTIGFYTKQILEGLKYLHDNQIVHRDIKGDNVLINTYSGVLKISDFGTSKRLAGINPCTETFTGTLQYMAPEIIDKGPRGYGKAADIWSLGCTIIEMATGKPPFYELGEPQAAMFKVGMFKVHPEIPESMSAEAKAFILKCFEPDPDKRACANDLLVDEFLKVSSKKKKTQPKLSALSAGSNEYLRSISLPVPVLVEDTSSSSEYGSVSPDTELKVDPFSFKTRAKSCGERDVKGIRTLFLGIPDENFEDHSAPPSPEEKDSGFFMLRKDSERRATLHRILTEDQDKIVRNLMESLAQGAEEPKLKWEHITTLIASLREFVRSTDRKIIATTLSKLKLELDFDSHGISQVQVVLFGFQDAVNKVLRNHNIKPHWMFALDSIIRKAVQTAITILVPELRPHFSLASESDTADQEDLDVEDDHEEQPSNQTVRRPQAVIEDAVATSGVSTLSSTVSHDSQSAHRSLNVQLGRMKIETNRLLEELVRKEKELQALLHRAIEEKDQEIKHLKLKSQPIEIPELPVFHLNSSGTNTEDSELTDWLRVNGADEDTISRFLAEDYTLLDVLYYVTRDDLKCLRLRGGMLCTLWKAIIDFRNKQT
Active calls of the source: *; / = not tested or not shown.

The opening 4 records as a preview:
Order of values – ULK1 primary, ASK1 inh
- Cc1ccc(C(=O)Nc2ccc(S(=O)(=O)O)c3cc(S(=O)(=O)O)cc(S(=O)(=O)O)c23)cc1NC(=O)c1cccc(NC(=O)Nc2cccc(C(=O)Nc3cc(C(=O)Nc4ccc(S(=O)(=O)O)c5cc(S(=O)(=O)O)cc(S(=O)(=O)O)c45)ccc3C)c2)c1
  -4, /
- O=C(NC1CC1)c1ccc(-c2nc(NCc3cccnc3)c3ncn(C4CCCCC4)c3n2)cc1
  -35, -20
- CC(=O)Nc1ccc(NC(=O)c2cccc(N3CCC(N4CCOCC4)CC3)n2)cc1
  8, 7
- Nc1cccc(-c2nc(NCc3nc4ccccc4[nH]3)c3ncn(-c4ccccc4)c3n2)c1
  -2, -52

The list itself, previewed entries included:
Order of values – ULK1 primary, ASK1 inh
- Cc1ccc(C(=O)Nc2ccc(S(=O)(=O)O)c3cc(S(=O)(=O)O)cc(S(=O)(=O)O)c23)cc1NC(=O)c1cccc(NC(=O)Nc2cccc(C(=O)Nc3cc(C(=O)Nc4ccc(S(=O)(=O)O)c5cc(S(=O)(=O)O)cc(S(=O)(=O)O)c45)ccc3C)c2)c1
  -4, /
- O=C(NC1CC1)c1ccc(-c2nc(NCc3cccnc3)c3ncn(C4CCCCC4)c3n2)cc1
  -35, -20
- CC(=O)Nc1ccc(NC(=O)c2cccc(N3CCC(N4CCOCC4)CC3)n2)cc1
  8, 7
- Nc1cccc(-c2nc(NCc3nc4ccccc4[nH]3)c3ncn(-c4ccccc4)c3n2)c1
  -2, -52
- COc1cc(Nc2nc(-c3ccc(C(=O)NC4CC4)cc3)nc3c2ncn3-c2ccsc2)cc(OC)c1OC
  -5, 5
- CC(=O)Nc1ccc(Nc2ncnc3nc(-c4c(C)nn(C)c4C)[nH]c23)cc1
  -4, -20
- CCCNc1nc(N2CCC(N3CCOCC3)CC2)nc2c1ncn2C(C)C
  7, -1
- CNC(=O)c1ccccc1Nc1cc(Nc2ccc(N3CCC(N(C)C)C3)cc2OC)ncc1C#N (stereo unspecified)
  91*, 24
- Oc1ccc(CCNc2ncnc3nc(Nc4ccc(C(F)(F)F)cc4)[nH]c23)cc1
  -1, -4
- COc1ccc(-c2ncc(C(=O)NC3CC3)s2)cc1
  -5, -11
- OCC1CCCN1c1nc(NCc2ccccc2)c2ncn(-c3ccccc3)c2n1 (stereo unspecified)
  -8, 7
- COc1cc(NC(=O)c2cccc(Cl)n2)cc(OC)c1OC
  -10, -2
- N#Cc1ccccc1NC(=O)CCCCCCCC(=O)Nc1ccccc1C#N
  -8, /
- CC(C)NCC(O)COc1ccc(CC(N)=O)cc1 (stereo unspecified)
  -2, /
- c1cc(-c2cncc(N3CCOCC3)c2)nc(Nc2ccc(-c3nnco3)cc2)n1
  9, 16
- O=C1CCCN1CCn1cnc2c(Nc3ccc(Oc4ccccc4)cc3)nc(-c3csc4ccccc34)nc21
  -14, -4
- CCC(=O)N1NC(=O)C2c3ccccc3CC21 (stereo unspecified)
  -6, /
- Cc1cccc(NC(=O)c2ccc(Br)o2)c1N1CCC(=O)CC1
  2, 1
- CN1CCN(C(=O)c2ccc(-c3nc(NC4CCN(Cc5ccccc5)CC4)c4ncn(CCN5CCCC5=O)c4n3)cc2)CC1
  5, 3
- Cc1cnc(Nc2cnccn2)nc1NC1CC1
  10, 13
- O=C(NCc1nc2ccccc2[nH]1)c1csc(N2CCc3ccccc3C2)n1
  -2, 17
- CCCNc1nc(OC)nc(-c2c(C)noc2C)n1
  11, -7
- CN1C(=O)NC2(CCN(CC(=O)Nc3ccc(F)cc3)CC2)C1=O
  7, /
- O=C(CNS(=O)(=O)c1ccc([N+](=O)[O-])cc1)c1ccccc1
  -8, /
- NC(=O)c1ccc(-c2nc(NCCCN3CCCC3=O)c3ncn(CCN4CCCC4=O)c3n2)cc1
  8, 1
- CC(=O)Nc1ccc(Nc2ccnc(Cl)n2)cc1
  13, -3
- CCCNC(=O)c1cccc(Nc2ccncn2)n1
  1, -13
- Cc1noc(C)c1-c1nc(C(=O)NCCOc2ccccc2)cs1
  4, 0
- O=C(NCCN1CCOCC1)c1csc(-c2cccs2)n1
  4, -3
- Cc1noc(C)c1-c1ncc(C(=O)Nc2ccc(N3CCOCC3)cc2)s1
  17, 10
- CNC(=O)c1ccccc1Nc1ccnc(Nc2ccc(N3CCOCC3)cc2)c1
  7, 8
- Cc1cccc(CC(=O)Nc2cnn(-c3cccc(C(=O)NC4CCOC(C)(C)C4)c3)c2)c1 (stereo unspecified)
  -27, -5
- Cc1ncn(-c2ccc(Nc3ncc4cccc(-c5ccc(N6CCOCC6)nc5)c4n3)cc2)n1
  24, 5
- c1ccc(OCCNc2nc(N3CCOCC3)nc3c2ncn3C2CCCCC2)cc1
  10, 17
- CCOC(=O)C1=C(C)NC2=C(C(=O)CCC2)C1c1ccc(OCC)cc1 (stereo unspecified)
  -13, /
- COc1cc(Nc2cc(-c3ccc(C(N)=O)cc3)ncn2)cc(OC)c1OC
  -14, -3
- COc1ccc(-c2nccc(NCc3nc4ccccc4[nH]3)n2)cn1
  -9, -17
- NC(=O)c1ccc(-c2cccc(C(=O)Nc3ccccc3)c2)cc1
  -11, 13
- O=C1CCCN1CCn1cnc2c(NC3CC3)nc(Nc3ncccn3)nc21
  29, -2
- Cc1nn(C)c(C)c1-c1nc2ccc(C(=O)NCc3nc4ccccc4[nH]3)cc2s1
  -29, 7
- c1cn(-c2ccnc(Nc3ccc(N4CCOCC4)cc3)c2)cn1
  4, -10
- COc1ccc2nc(NCCCN3CCOCC3)sc2c1
  8, /
- CC(=O)Nc1ccc(Nc2nc(Nc3ccc(-n4ccnc4)cc3)nc3c2ncn3-c2ccsc2)cc1
  35, 5
- CS(=O)(=O)c1ccc(N2CCCN(S(=O)(=O)c3cccs3)CC2)cc1
  3, /
- O=C(NCc1ccccc1)c1cnc(-c2ccc(N3CCOCC3)nc2)s1
  1, -10
- O=C(NCCCN1CCCC1=O)c1csc(Nc2nccc3ccccc23)n1
  0, -4
- CC(=O)Nc1ccc(NC(=O)c2cccc(-c3ccc(N4CCN(C)CC4)cc3)c2)cc1
  -4, -1
- Oc1ccc(CCNc2cc(Nc3ccccc3)ncn2)cc1
  5, 13
- CN1CCN(C(=O)c2ccc(-c3cc(N)nc(N)n3)cc2)CC1
  -2, -13
- CC(C)n1cnc2c(NCc3cccc(C(F)(F)F)c3)nc(N3CCCC3CO)nc21 (stereo unspecified)
  -35, 6
- Oc1ccc(CCNc2cc(NC3CCN(Cc4ccccc4)CC3)ncn2)cc1
  -21, -6
- CC(C)n1c(Nc2ccc(-n3ccnc3)cc2)nc2c(N)ncnc21
  -7, -1
- Nc1nccc(-c2ccc3ncc(C4COc5ccccc5C4)nc3c2)n1 (stereo unspecified)
  9, 17
- COCC(C)NC(=O)c1ccc(-n2ncc3cc(Nc4ccccc4Cl)ccc32)nc1 (stereo unspecified)
  -5, -15
- O=C(NC1CCNCC1)c1ccncc1F
  6, -9
- O=C(NCCCN1CCCC1=O)c1cnc(N2CCC(N3CCOCC3)CC2)s1
  2, 3
- Cc1cnc(N2CCN(Cc3ccc4c(c3)OCO4)CC2)nc1NCCN1CCOCC1
  2, -6
- Cn1c(-c2cccc(Br)c2)cnc1NC(=O)c1cccc([N+](=O)[O-])c1
  1, /
- O=C1CCCN1CCn1cnc2c(NCCOc3ccccc3)nc(N3CCN(c4ccccn4)CC3)nc21
  -29, -9
- O=C1CCCN1CCCNc1nc(Nc2ccc(Oc3ccccc3)cc2)c2[nH]cnc2n1
  -22, 30

(further entries)
Order of values – ULK1 primary, ASK1 inh
- CN(C)CCc1c[nH]c2ccc(CS(=O)(=O)N3CCCC3)cc12
  -1, /
- Cc1ccc(/C=N/NC(=O)CC2N=C(Cc3ccccc3)NNC2=O)cc1 (stereo unspecified)
  2, /
- O=C(NCc1cccnc1)c1cccc(Nc2nccc3ccccc23)c1
  1, -20
- COc1cc(Nc2nc(-c3ccc(N4CCN(C)CC4)cc3)nc3c2ncn3Cc2ccc(C(F)(F)F)cc2)cc(OC)c1OC
  0, 0
- COc1cc2nc(Nc3ccccn3)nc(Nc3ccc(Oc4ccccc4)cc3)c2cc1OC
  -3, 5
- CCOC(=O)c1ccc(C#Cc2ccc3c(c2)C(C)(C)CCS3)nc1
  -10, /
- c1ccc(Nc2nc(NCCOc3ccccc3)c3[nH]cnc3n2)cc1
  28, 7
- CNC(=O)c1c(I)c(C(=O)NCC(=O)Nc2c(I)c(C(=O)O)c(I)c(C(=O)NCCO)c2I)c(I)c(N(C)C(C)=O)c1I
  6, /
- COc1ccc(/C=N/Nc2cc(C)nc3ccccc23)cc1
  -10, /
- Cc1cnc(Nc2nccc3ccccc23)nc1NC1CC1
  16, -25
- COc1cccc(Cc2nc3c(OC)cc(-c4cn[nH]c4)cc3c(=O)[nH]2)c1
  10, 28
- O=C(Nc1ccc2[nH]ncc2c1)[C@H]1C[C@@H](O)CN1C(=O)Cc1ccc(Br)cc1
  6, -11
- COc1ccc(-c2ncc(C(=O)NCc3cccnc3)s2)cn1
  7, -7
- Clc1nc(NCCOc2ccccc2)c2ncn(-c3ccccc3)c2n1
  -14, 2
- O=C1CCCN1CCn1cnc2c(Nc3ccc(N4CCOCC4)cc3)nc(-c3ccccc3)nc21
  -2, 7
- CCOC(=O)C(=O)N1CCc2nc3ccccn3c(=O)c2C1
  7, /
- Cc1nn(C)c(C)c1-c1nc(C(=O)NCCc2ccc(O)cc2)cs1
  -11, 5
- Nc1ccnc(N2CCN(c3ccccn3)CC2)n1
  3, 5
- Cc1c(C)c2c(c(C)c1OC(=O)c1cccnc1)CC[C@@](C)(CCC[C@H](C)CCC[C@H](C)CCCC(C)C)O2
  -2, /
- O=C(CO)C(O)C(O)C(O)CO (stereo unspecified)
  2, /
- CCN(CC)C(=O)C1CCCN(c2cccc(C(=O)NCCN(C(C)C)C(C)C)c2)C1 (stereo unspecified)
  5, -17
- CCOC(=O)c1ccc(O)cc1
  15, /
- Cc1noc(C)c1-c1cccc(C(=O)Nc2ccc(N3CCOCC3)cc2)n1
  -20, -12
- NC(=O)C1CCCC(Nc2nccc(-c3ccccc3)n2)C1 (stereo unspecified)
  -10, 2
- c1ccc(Nc2nc(NCc3cccnc3)c3ncn(C4CCCCC4)c3n2)nc1
  -6, -12
- Cc1cccc(/C=N/NC(=O)c2ccccc2Cl)c1
  9, /
- COc1cc(NC(=O)c2cncc(-c3csc4ccccc34)c2)cc(OC)c1OC
  9, 20
- CC(O)CNc1nc2c(c(=O)n(C)c(=O)n2C)n1Cc1ccc(Br)cc1 (stereo unspecified)
  -2, /
- N#Cc1cc(-c2cn[nH]c2)ccc1NC(=O)C1COc2ccccc2O1 (stereo unspecified)
  -3, 22
- CC(C)n1cnc2c(NC3CC3)nc(-c3csc4ccccc34)nc21
  -13, 3

Whole records from above. Values in the order: ULK1 primary	ASK1 inh
N#Cc1cc(-c2cn[nH]c2)ccc1NC(=O)C1COc2ccccc2O1 (stereo unspecified) is listed as -3	22
COc1cc2nc(Nc3ccccn3)nc(Nc3ccc(Oc4ccccc4)cc3)c2cc1OC is listed as -3	5

Later entries
Order of values – ULK1 primary, ASK1 inh
- CN1C2CCC1CC(OC(c1ccccc1)c1ccccc1)C2 (stereo unspecified)
  -9, /
- Cc1cc(Nc2ccccc2)nc(N2CCN(Cc3ccc4c(c3)OCO4)CC2)n1
  -23, 11
- c1cc(Nc2nc(NC3CC3)c3ncn(-c4ccsc4)c3n2)ncn1
  22, 6
- CS(=O)(=O)c1ccc(N2CCN(C(=O)c3c(F)cccc3F)CC2)c(F)c1
  -5, /
- C=CCNC(=O)c1ccc2c(c1)CC(c1nc3ccc(-c4ccnc(N)n4)cc3[nH]1)CO2 (stereo unspecified)
  5, 20
- COc1cc(Nc2cc(N3CCCC3CO)ncn2)cc(OC)c1OC (stereo unspecified)
  6, -2
- O=C(Cc1cccs1)NC1C(=O)N2C(C(=O)O)=C(C[n+]3ccccc3)CSC12 (stereo unspecified)
  -3, /
- COc1ccc(CNc2cc(C)nc(Nc3ccc(N4CCOCC4)cc3)n2)cc1
  -2, 11
- Cc1cnc(CNc2cc(-c3ccncc3)nc(-c3ccccn3)n2)nc1
  5, /
- FC(F)(F)c1ccc(Nc2nc(NCc3ccccc3)c3ncn(C4CCCCC4)c3n2)cc1
  -11, 4
- Cn1c(=O)cc(N2CCOCC2)n(Cc2ccc(F)cc2F)c1=O
  -4, /
- O=C(Nc1ccc(N2CCOCC2)cc1)c1csc(Nc2ccc(-n3ccnc3)cc2)n1
  48*, 10
- O=C(Nc1ccc(N2CCOCC2)cc1)c1cccc(N2CCN(Cc3ccc4c(c3)OCO4)CC2)n1
  1, 16
- C/C=C(\CC(NCc1ccccc1C(OC)OC)c1ccccc1)C[Si](C)(C)C (stereo unspecified)
  27, -2
- N#CCCN1CCC(N2C(=O)Cc3ccccc32)CC1
  1, /
- COc1nc(N)nc(-c2c(C)noc2C)n1
  10, -2
- CCc1nnc(-c2cc3ccccc3n2CC(=O)NC)o1
  -3, /
- COc1cc2nc(-c3ccc(N4CCOCC4)nc3)nc(NCCO)c2cc1OC
  5, 8
- CCN(CC)C(=O)C1CCCN(c2ncc(C(=O)Nc3ccc(NC(C)=O)cc3)s2)C1 (stereo unspecified)
  3, -9
- N[C@H](Cc1cccc(F)c1)c1nc2ccc(-c3ccnc(F)c3)cc2[nH]1
  7, 4
- COc1ccc(CCNc2nc(Nc3ccc(-n4ccnc4)cc3)nc3c2ncn3-c2ccccc2)cc1
  -7, -2
- Nc1cccc(-c2nc(N)c3ncn(Cc4ccc(C(F)(F)F)cc4)c3n2)c1
  -20, -5
- COc1ccc(CCNc2ncnc3c2nc(-c2ccc(OC)cc2)n3C(C)C)cc1
  -4, -9
- COc1ccc(-c2nc(NCCN(C(C)C)C(C)C)c3ncn(-c4ccsc4)c3n2)cn1
  1, 5
- Cc1cnc(-c2c(C)nn(C)c2C)nc1NC1CC1
  -7, -2
- O=C(NCc1cccc(C(F)(F)F)c1)c1cccc(-c2ccc(N3CCOCC3)nc2)n1
  -27, -7
- CCCNC(=O)c1cccc(N2CCc3ccccc3C2)n1
  8, -6
- CNS(=O)(=O)c1ccccc1Nc1cc(Nc2cc(-c3cncnc3)nc(C)n2)ncc1C(F)(F)F
  73*, 14
- CC(C)N(CCNc1nc(NCCN2CCOCC2)nc2c1ncn2Cc1ccc(C(F)(F)F)cc1)C(C)C
  3, 5
